GASC-1 inh: inhibitors of GASC-1 histone demethylase, primary screen, biochemical, fluorescence, DELFIA europium; 0.069% of 330,000 active; AID 2099, 2009; Lysine-specific demethylase 4C (Homo sapiens), Q9H3R0; inhibition, % at 2.35 µM; GST-JMJD2C(1-420) H3K9me3 demethylation;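 active = more than half of a compound's replicate wells show inhibition beyond 50%, single wells judged on their own value; inconclusive = some, but no more than half, of replicates pass 50% inhibition; inactive = no replicate passes 50% inhibition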;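 also: signal counts dimethyl H3K9 product captured on neutravidin plate; 0% = median of DMSO wells and 100% = 0.3 times that DMSO median; strong numbers were not always called active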
Target sequence (Q9H3R0 1-420 limits assumed): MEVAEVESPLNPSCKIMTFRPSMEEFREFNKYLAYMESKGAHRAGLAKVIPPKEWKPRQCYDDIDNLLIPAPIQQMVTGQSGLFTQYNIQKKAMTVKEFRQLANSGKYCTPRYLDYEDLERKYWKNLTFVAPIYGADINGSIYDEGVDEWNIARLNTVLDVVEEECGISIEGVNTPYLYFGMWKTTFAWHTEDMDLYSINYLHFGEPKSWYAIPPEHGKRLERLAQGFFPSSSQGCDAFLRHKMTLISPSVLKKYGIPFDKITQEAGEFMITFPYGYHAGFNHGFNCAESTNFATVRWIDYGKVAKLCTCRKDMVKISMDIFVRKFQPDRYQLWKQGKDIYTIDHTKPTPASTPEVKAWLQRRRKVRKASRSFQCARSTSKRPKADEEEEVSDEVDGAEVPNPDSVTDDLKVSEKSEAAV
PP5 inh: PP5 phosphatase inhibitors, primary screen, biochemical, fluorescence; Serine/threonine-protein phosphatase 5 (Homo sapiens), P53041; purified PP5c, OMFP substrate fluorescence; inhibition, % at 6.7 µM; 0.18% of 320,000 active; AID 1987, 2009;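 active = inhibition above the campaign's mean inhibition across all tested compounds plus 3 SD, cut at about 9.5% in these data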;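 also: 0% = DMSO only and 100% = 100 µM cantharidin control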
PREPL inh: PREPL enzyme inhibitors, primary screen, biochemical, fluorescence polarization; inhibition, % at 5.96 µM; recombinant PREPL, fluorescence polarization activity-based probe; 0.68% of 320,000 active; Prolyl endopeptidase-like (Homo sapiens), Q4J6C6; in the data active = inhibition above about 43%;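 also: 0% = enzyme with DMSO and 100% = wells lacking enzyme; many of its hits are not listed in these tables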
PP1 inh: PP1-alpha phosphatase inhibitors, primary screen, counter-screen for PP5 inhibitor project, biochemical, fluorescence, OMFP substrate, single point; Serine/threonine-protein phosphatase PP1-alpha catalytic subunit (Homo sapiens), P62136; purified PP1alpha; inhibition, % at 6.7 µM; 0.9% of 320,000 active; AID 2235, 2010;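 active = inhibition above the mean inhibition of all tested compounds plus 3 SD, computed separately for each screening campaign, cut at about 15% in these data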
Target sequence (P62136 whole entry, looked up): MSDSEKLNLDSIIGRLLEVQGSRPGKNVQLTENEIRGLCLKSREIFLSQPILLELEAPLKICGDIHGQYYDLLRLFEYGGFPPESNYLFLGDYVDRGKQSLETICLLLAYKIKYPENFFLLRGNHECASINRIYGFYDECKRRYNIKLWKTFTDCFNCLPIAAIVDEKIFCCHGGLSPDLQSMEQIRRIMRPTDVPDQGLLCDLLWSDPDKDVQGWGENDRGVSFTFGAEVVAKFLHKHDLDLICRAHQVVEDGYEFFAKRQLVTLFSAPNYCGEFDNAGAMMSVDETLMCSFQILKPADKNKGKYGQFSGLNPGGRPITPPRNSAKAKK
CTSL1 counter: Fasciola hepatica cathepsin L1 inhibitors, primary screen, counter-screen for PFM18AAP inhibitor project, biochemical, QFRET, fluorogenic peptide substrate; recombinant F. hepatica cathepsin L1, Z-Leu-Arg-MCA fluorescence; inhibition, % at 5.96 µM; 0.49% of 300,000 active; AID 1906, 2009;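 active = inhibition above the mean of all tested compounds plus 3 SD, set per screening campaign, cut at about 17% in these data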;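 also: 0% = plate median of test compound wells and 100% = 1 µM Z-Phe-Ala-diazomethylketone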
LYPLA2 counter: LYPLA2 inhibitors, primary screen, counter-screen for PME1 inhibitor project, biochemical, fluorescence polarization, FP-Rh probe ABPP | 0.38% of 320,000 active | recombinant LYPLA2 | inhibition, % at 5.9 µM | Acyl-protein thioesterase 2 (Homo sapiens), O95372;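 active = inhibition above the screen-wide mean plus 3 SD, limit set per campaign, cut at about 26% in these data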;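 also: 0% = LYPLA2 with DMSO and 100% = wells lacking LYPLA2 enzyme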
Target sequence (O95372 whole entry, looked up): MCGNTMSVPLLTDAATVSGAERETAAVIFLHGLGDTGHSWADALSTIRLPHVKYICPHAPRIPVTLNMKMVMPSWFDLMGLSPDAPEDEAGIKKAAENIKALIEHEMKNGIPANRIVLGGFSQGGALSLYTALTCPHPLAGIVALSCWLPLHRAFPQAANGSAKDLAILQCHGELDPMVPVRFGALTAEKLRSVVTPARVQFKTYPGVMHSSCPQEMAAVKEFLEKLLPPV
Efflux pump inh: inhibitors of Candida efflux pumps in yeast, primary screen, S. cerevisiae, Nile Red, multiplex; 0.44% of 330,000 active; AID 485275, 2010; inhibition, % at 10 µM; S. cerevisiae Candida pump triplex;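 active = plate passing quality check with inhibition over a set limit, or well fluorescence over plate mean plus 4 SD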;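 also: Nile Red retained in pooled yeast measured as flow cytometry median fluorescence; 0% = buffer negative control and 100% = Enniatin B positive control; higher means more Nile Red kept so more efflux inhibition; some compounds called inactive have numbers as strong as hits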
TPT1 inhibitor: Candida albicans TPT1 enzyme inhibitors, primary screen, biochemical, fluorescence polarization; tRNA 2'-phosphotransferase TPT1 (Candida albicans SC5314); recombinant caTPT1, FP RNA substrate dephosphorylation; inhibition, % at 5 µM; 0.81% of 300,000 active; AID 1962, 2009;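 active = inhibition above the mean of all tested compounds plus 3 SD, set per screening campaign, cut at about 24% in these data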;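 also: plate controls were DMSO alone for no effect and ferristatin control at 100 nM for full effect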
HCV core dimer: inhibitors of HCV core protein dimerization, primary screen, biochemical, TR-FRET, high-throughput | TR-FRET GST/Flag-core106 dimerization, 1536-well | 0.33% of 300,000 active | inhibition, % at 5 µM;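 active = inhibition above the mean of all tested compounds plus 3 SD, set per screening campaign, cut at about 45% in these data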
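assay system = GST-tagged and Flag-tagged HCV core protein residues 1-106 | controls = unlabelled core106 and no-GST-core106 wells | incubation = compound-protein-antibody incubation 4 h at 22.5 °C | probe or stimulus = Eu donor and XL665 acceptor anti-tag antibodies | read-out = % inhibition based on acceptor/donor emission ratio | signal = TR-FRET 671 and 617 nm emission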
The depositor's hits bear a star; ? = inconclusive; / = no result given. An excerpt; the hit share may differ from the screen's.

The line under a structure holds: GASC-1 inh, PP5 inh, PREPL inh, PP1 inh, CTSL1 counter, LYPLA2 counter, Efflux pump inh, TPT1 inhibitor, HCV core dimer
- N/C(=N\OC(=O)c1ccccc1)c1ccncc1
    9, -0.6, -5, -5, -3, 4, 0.0, -2, 0
- CCS(=O)(=O)N1Cc2ccccc2CC1C(=O)OCC(=O)Nc1ccc(C)cc1 (stereo not given)
    -3, 1.9, 5, 4, -8, -3, 0.0, -1, 40
- Cc1cccn2c(=O)c(C=NCCO)c(Nc3ccc(Cl)cc3)nc12
    3, 0.0, -1, -2, -1, 3, 0.0, -1, -1
- O=C(NCCc1ccccc1)C1CCCN(S(=O)(=O)c2cnc[nH]2)C1 (stereo not given)
    0, -0.2, 1, -8, -4, 0, 0.1, -3, 4
- COc1cccc(-n2c(=S)sc3c(=O)n(-c4ccccc4OC)c(SCC4OCCO4)nc32)c1
    8, -2.0, 0, -4, 2, -1, -0.1, 3, 4
- Cc1ccc(-c2csc(NC(=O)C3=COCCO3)n2)cc1C
    ?, 3.5, 20, 1, 6, -4, 0.2, 2, 0
- CCn1cnc2c(oc3ccccc32)c1=O
    11, -1.3, 12, -4, 7, 9, -0.1, 0, -3
- Cc1sc(NC(=O)c2cc(-c3ccc(Cl)cc3)nc3ccccc23)c(C(N)=O)c1C
    -31, 2.9, 4, 8, -2, -9, 0.0, 0, 31
- O=C(Oc1c(Cl)cc(Cl)c2cccnc12)c1cccs1
    4, -0.3, 13, 5, 4, 2, -0.1, 1, 7
- O=C(O)CN1C(=O)CC(Cc2ccc(Cl)cc2)C1=O (stereo not given)
    -6, 2.7, -7, -4, -4, 0, 0.0, -4, 1
- CCC(CC)C(=O)Oc1c(Sc2ccccc2[N+](=O)[O-])c(C)nn1C(C)(C)C
    0, -0.3, 12, 0, 5, 1, 0.0, -4, -3
- COC(=O)CCC(=O)Nc1ccc(NC(=O)CCC(=O)OC)cc1
    16, -0.8, -5, -5, -4, -1, -0.1, -3, 0
- COC(=O)C1N[C@@H]([C@@H](NC(=O)COc2ccccc2)C(=O)NCc2ccsc2)SC1(C)C (stereo not given in full)
    2, 1.6, 6, 0, -2, -2, /, 0, 3
- O=C(NCCS(=O)(=O)N1CCN(c2ccc(F)cc2)CC1)C12CC3CC(CC(C3)C1)C2
    -9, 0.8, 12, 1, 2, 8, 0.0, -2, -2
- COc1cc(C(=O)O/N=C2\C=CC(=O)C=C2C)cc(OC)c1OC
    -7, -1.4, 2, -3, 2, -6, -0.2, 1, -1
- Cc1c(NC(=O)COC(=O)C2=COCCO2)cccc1[N+](=O)[O-]
    0, -0.2, -10, 5, -2, -1, 0.0, 2, -5
- Cc1ccc(S(=O)(=O)CCC(=O)OCC(=O)NC2CCS(=O)(=O)C2)cc1 (stereo not given)
    -2, -0.5, -6, -8, -47, -3, 0.1, -4, 0
- CCNC(=O)C/C(C)=N/NC(=O)C(=O)Nc1ccc(CC)cc1
    -17, 0.3, 1, -2, -2, -6, 0.2, -2, 3
- CC1(C)Cc2ccccc2-c2nc(NCCCO)n(-c3ccccc3)c(=O)c21
    -3, 1.1, 14, -4, 3, 2, -0.2, 0, 0
- CCCC(C(=O)NCc1ccco1)N(C(=O)CNS(=O)(=O)c1ccccc1)C1CCCC1 (stereo not given)
    3, 4.8, -4, 0, 2, -1, 0.3, -2, 2
- COc1ccc(C(=S)N2CCNCC2)cc1
    -2, 1.5, 9, 1, -3, -3, 0.2, 0, 10
- S=C(NCCN1CCOCC1)Nc1ccc(Cl)cc1
    -2, 0.0, -3, -2, -2, -8, 0.1, 0, -11
- O=C1CC(NCc2ccco2)C(=O)N1CCc1ccccc1 (stereo not given)
    -2, 4.3, 10, -3, -1, 11, 0.0, -1, -3
- C=CCc1c(C)nc(-c2ccccc2)nc1N/N=C(\C)c1ccccc1
    -8, 1.5, 4, 2, -1, -3, 0.0, -2, -2
- COC(=O)CCSCC(=O)Nc1ccc(C)c(S(=O)(=O)N2CCCCC2)c1
    -8, 4.6, -4, 2, -5, -3, 0.2, 1, -5
- CCN1CCC(N2CCN(c3ccccc3OC)CC2)CC1
    -32, -1.8, -6, -3, 1, -5, 0.0, 0, -3
- Cc1[nH]nc2c1C(c1cccs1)C(C#N)=C(N)O2 (stereo not given)
    -19, 1.6, -11, 0, 1, 2, 0.1, -3, 5
- COc1ccccc1N=C(C)C1=C(O)COC1=O
    2, 3.5, -6, 0, 1, -3, 0.1, 0, 0
- O=C1CN(C(=O)CSc2nc3ccccc3n2CCc2ccccc2)c2ccccc2N1
    -5, 1.7, 12, 3, 0, -8, 0.8, -1, 10
- S=c1[nH]nc(-c2ccncc2)n1/N=C/c1ccccc1Cl
    0, 2.9, -10, -10, 4, 1, 0.1, 2, -1

The list continues:
The line under a structure holds: GASC-1 inh, PP5 inh, PREPL inh, PP1 inh, CTSL1 counter, LYPLA2 counter, Efflux pump inh, TPT1 inhibitor, HCV core dimer
- CCOc1ccc(N(C)S(=O)(=O)c2ccc(C)c(C(=O)Nc3nnc(C4CC4)s3)c2)cc1
    8, 0.2, 4, -1, /, -3, -0.1, /, /
- NS(=O)(=O)c1ccc(NC(=S)NCc2cccc(Cl)c2)cc1
    4, 3.5, -69, 2, 2, 3, -0.1, -4, 2
- CCOC(=O)C1CCN(c2c(Nc3ccc(C)c(C)c3)c(=O)c2=O)CC1
    -2, 1.5, 7, 0, 6, 8, 0.0, 1, -3
- O=S(=O)(NCc1ccc(Cl)cc1)c1cccc2cccnc12
    -2, 4.0, 2, -2, 1, 3, 0.1, 0, 4
- Cc1c(O)nc(SC2CC(=O)N(c3ccccc3)C2=O)[nH]c1=O (stereo not given)
    13, -1.0, 11, -3, 3, 1, 0.1, -2, 2
- Cc1ccc(CCNC(=O)C2CC(c3ccccc3C(F)(F)F)=NO2)cc1 (stereo not given)
    0, 2.3, -19, 1, 5, 1, -0.1, 2, -8
- CCCN1C[C@H](CSC)C[C@@H]2c3cccc4[nH]cc(c34)C[C@H]21
    -21, 3.4, 43, -4, -2, 2, 0.2, -4, -9
- O=c1[nH]c(CN2CCN(S(=O)(=O)c3ccccc3C(F)(F)F)CC2)nc2sc3c(c12)CCCC3
    4, 4.0, 11, 1, 0, -1, 0.0, 5, 2
- COc1ccc(CNC(=O)c2c(-c3cc(Cl)c(OC)c(Cl)c3)noc2C)cc1
    1, 5.0, -7, 3, 1, 0, 0.0, -1, 1
- O=C(Nc1ccccc1C(F)(F)F)N1CCCC1c1cccnc1 (stereo not given)
    8, -0.2, 5, -7, 5, -2, 0.0, 0, 3
- O=C(CSc1nnc(NC2CCCCC2)s1)Nc1ccc(N2CCOCC2)cc1
    3, 2.5, 10, -1, -1, -1, -0.1, -2, 4
- C=CCC1(CC=C)CCCN1C(=O)C1CCC(=O)N(CCc2ccccc2)C1 (stereo not given)
    -13, 0.5, 4, 3, 2, 7, 0.5, -3, 6
- COc1cc(OC)cc(C(=O)NC2CC3CCC(C2)N3C)c1 (stereo not given)
    7, -1.2, 2, -4, /, 1, -0.2, /, /
- COc1ccc(S(=O)(=O)n2ccc(-c3ccc4c(c3)CCC(C)(C)O4)n2)cc1
    -1, -0.6, -9, -2, -4, -1, 0.0, -3, 1
- Cc1ccc(S(=O)(=O)c2cccc(S(=O)(=O)N3CCCC3)c2)cc1S(=O)(=O)N1CCCC1
    5, 0.4, 7, 0, -1, -2, 0.0, -2, 3
- O=c1c2[nH]c3ccc(F)cc3c2ncn1CCN1CCN(Cc2ccccc2)CC1
    -10, 4.0, 6, -6, -1, 2, 0.0, -3, -9
- N#Cc1c(NC(=O)CSc2ncnc3c2cnn3-c2ccccc2Cl)sc2c1CCCC2
    1, -1.2, 6, -4, 2, -8, 0.2, -4, 16
- Cc1ccc(NC(=O)COC(=O)c2cc(C)nc3ccccc23)c([N+](=O)[O-])c1
    4, -0.1, -6, 5, 1, -5, -0.1, 3, 17

Arranged by SMILES length (largest number first): part of the list above
The line under a structure holds: GASC-1 inh, PP5 inh, PREPL inh, PP1 inh, CTSL1 counter, LYPLA2 counter, Efflux pump inh, TPT1 inhibitor, HCV core dimer
- O=c1[nH]c(CN2CCN(S(=O)(=O)c3ccccc3C(F)(F)F)CC2)nc2sc3c(c12)CCCC3
    4, 4.0, 11, 1, 0, -1, 0.0, 5, 2
- CCOc1ccc(N(C)S(=O)(=O)c2ccc(C)c(C(=O)Nc3nnc(C4CC4)s3)c2)cc1
    8, 0.2, 4, -1, /, -3, -0.1, /, /
- COc1ccc(CNC(=O)c2c(-c3cc(Cl)c(OC)c(Cl)c3)noc2C)cc1
    1, 5.0, -7, 3, 1, 0, 0.0, -1, 1
- O=c1c2[nH]c3ccc(F)cc3c2ncn1CCN1CCN(Cc2ccccc2)CC1
    -10, 4.0, 6, -6, -1, 2, 0.0, -3, -9
- CCOC(=O)C1CCN(c2c(Nc3ccc(C)c(C)c3)c(=O)c2=O)CC1
    -2, 1.5, 7, 0, 6, 8, 0.0, 1, -3
- Cc1ccc(CCNC(=O)C2CC(c3ccccc3C(F)(F)F)=NO2)cc1 (stereo not given)
    0, 2.3, -19, 1, 5, 1, -0.1, 2, -8
- NS(=O)(=O)c1ccc(NC(=S)NCc2cccc(Cl)c2)cc1
    4, 3.5, -69, 2, 2, 3, -0.1, -4, 2
- COc1cc(OC)cc(C(=O)NC2CC3CCC(C2)N3C)c1 (stereo not given)
    7, -1.2, 2, -4, /, 1, -0.2, /, /

Source: PubChem BioAssay
